# SMARCA2 act = activators of SMARCA2 function | MG213 cells, MMTV-luciferase reporter, dexamethasone, overnight | activation, % at 9.1 µM | hit rate 1% among 370,000; in the data active = activation above about 7.8%;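 note: 0% = vehicle wells and 100% = reference activator wells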
# DAX1 inh-1 = NR0B1 (DAX1) inhibition | P51843 | HEK293 Gal4-DAX1 luciferase reporter, luminescence | inhibition, % at 6.75 µM | hit rate 0.99% among 340,000 | AID 504766;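 active = inhibition above the mean over all tested compounds plus 3 SD, cut at about 4.2% in these data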;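 note: 0% = DAX1-transfected cells with DMSO and 100% = empty-vector control cells with DMSO; inhibition shows as a rise in luminescence from relieved DAX1 repression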
# sPLA2-III inh = Inhibits HGIII-sPLA2 liposome hydrolysis, primary screen. inhibition, % at 12.2 µM. Q9NZ20. QFRET BODIPY PC-A2 liposome hydrolysis, fluorescence. hit rate 0.56% among 370,000;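 active = inhibition above mean plus 3 SD of compounds lying within the high and low control bounds, cut at about 19% in these data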;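 note: 0% = median of test compound wells and 100% = no enzyme DMSO wells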
# Target sequence (Q9NZ20 whole entry, looked up): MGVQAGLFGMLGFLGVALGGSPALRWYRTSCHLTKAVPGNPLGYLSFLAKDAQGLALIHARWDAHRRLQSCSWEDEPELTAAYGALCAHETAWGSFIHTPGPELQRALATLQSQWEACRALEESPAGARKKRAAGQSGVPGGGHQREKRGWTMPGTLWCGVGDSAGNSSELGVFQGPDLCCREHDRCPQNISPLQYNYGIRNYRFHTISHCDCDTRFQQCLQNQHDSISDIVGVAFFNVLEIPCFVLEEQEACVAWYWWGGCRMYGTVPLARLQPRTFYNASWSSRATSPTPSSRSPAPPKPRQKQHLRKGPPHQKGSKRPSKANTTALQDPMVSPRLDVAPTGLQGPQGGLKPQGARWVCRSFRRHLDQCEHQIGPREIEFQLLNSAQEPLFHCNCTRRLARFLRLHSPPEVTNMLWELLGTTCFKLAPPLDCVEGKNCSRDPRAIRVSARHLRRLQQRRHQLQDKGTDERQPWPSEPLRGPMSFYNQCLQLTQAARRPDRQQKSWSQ
# NR1D1 modulator = modulates human Rev-erb alpha binding to DNA. P20393. Rev-erbα–FITC-DNA binding, fluorescence polarization, 90 min. activity, % at 10 µM. hit rate 0.79% among 370,000. AID 1259318;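 active = activity above about 14%, limit read from the data; passing the limit was not always enough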;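 note: 0% = DMSO wells with 35 nM protein and 100% = DMSO wells with 750 nM protein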
# Target sequence (P20393 whole entry, looked up): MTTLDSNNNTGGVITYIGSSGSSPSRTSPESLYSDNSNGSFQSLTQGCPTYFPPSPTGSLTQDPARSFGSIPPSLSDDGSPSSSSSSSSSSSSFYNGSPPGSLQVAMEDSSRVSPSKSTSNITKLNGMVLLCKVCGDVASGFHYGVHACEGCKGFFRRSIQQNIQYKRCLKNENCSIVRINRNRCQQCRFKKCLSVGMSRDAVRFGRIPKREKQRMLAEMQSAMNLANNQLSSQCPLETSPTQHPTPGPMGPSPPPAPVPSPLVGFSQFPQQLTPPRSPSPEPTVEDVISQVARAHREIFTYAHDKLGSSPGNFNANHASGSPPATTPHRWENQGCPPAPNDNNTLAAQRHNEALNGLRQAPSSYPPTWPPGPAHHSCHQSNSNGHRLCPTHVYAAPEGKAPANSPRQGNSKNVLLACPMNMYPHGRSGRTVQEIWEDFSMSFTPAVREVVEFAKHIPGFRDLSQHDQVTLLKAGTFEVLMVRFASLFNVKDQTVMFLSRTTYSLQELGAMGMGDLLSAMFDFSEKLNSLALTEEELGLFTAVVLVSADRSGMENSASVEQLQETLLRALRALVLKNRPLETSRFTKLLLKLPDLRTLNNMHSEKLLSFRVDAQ
# FXN GAA850 act = frataxin GAA850 promoter activation | HEK293 lucGAA850 FXN promoter luciferase reporter, 24 h; percent of 10 µM SAHA response | activation, % at 6 µM | hit rate 0.56% among 360,000;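 active = activation above the average of all compounds screened plus 3 SD, cutoff fixed separately per campaign, cut at about 7.5% in these data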;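 note: 0% = DMSO wells and 100% = 10 µM SAHA wells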
# hcDAF-12 act = activators of H. contortus DAF-12 nuclear receptor. HEK293 hcDAF-12 lit1-tk-luc reporter, luminescence; 0% DMSO, 100% Δ7-dafachronic acid. activation, % at 6.8 µM. hit rate 1.4% among 370,000;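 active = activation above the mean of all tested compounds plus 3 SD, cut at about 5.5% in these data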;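 note: 100% = response to 3 µM Δ7-dafachronic acid high control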
# PLCb3 inh = blocks human PLC-beta3 enzyme activity; Q01970; Purified PLC-beta3, fluorogenic substrate, fluorescence; inhibition, % at 12.2 µM; hit rate 0.18% among 370,000; AID 720704; in the data active = inhibition above about 11%;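 note: 0% = median of compound wells on plate and 100% = full blocker control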
# ssDAF12 agonist = S. stercoralis DAF-12 activation, primary screen; HEK293 ssDAF-12/GRIP1 lit1-tk-luc reporter, luminescence; % of 3 µM dafachronic acid response; activation, % at 6.8 µM; hit rate 1% among 370,000; AID 652126;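 active = activation above the mean over all tested compounds plus 3 SD, cut at about 0.9% in these data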;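 note: 0% = DMSO-only wells and 100% = 3 µM delta7-dafachronic acid wells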
# hgDAF-12 ag = hgDAF-12 agonism, primary luciferase screen. HEK293 GAL4-hgDAF12 UAS-luciferase reporter, agonist luminescence; normalized to butyrate control. activation, % at 6.8 µM. hit rate 1.8% among 370,000;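 active = activation above a cutoff set at the mean of all screened compounds plus 3 SD, cut at about 10% in these data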;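 note: 0% = DMSO wells and 100% = sodium butyrate wells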
# PG9 Ab binder = binds the HIV-1 gp120 antibody PG9; AID 624416; TR-FRET gp120-PG9 antibody binding; hit rate 0.43% among 360,000; inhibition, % at 6.7 µM; in the data active = inhibition above about 8.5%
# DAX1 inh-2 = DAX1 (NR0B1) inhibition, primary screen. HEK293T StAR-luciferase reporter, SF-1/DAX-1 repression relief. inhibition, % at 6.8 µM. hit rate 1.1% among 370,000. AID 652010;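 active = inhibition above the mean over all tested compounds plus 3 SD, cut at about 3.6% in these data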;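 note: 0% = DAX-1 cells with DMSO and 100% = cells lacking DAX-1 with DMSO; higher inhibition means more luminescence from relief of DAX-1 repression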
# * = called active by the depositor; i = inactive; · = no result given.
SMILES,SMARCA2 act,DAX1 inh-1,sPLA2-III inh,NR1D1 modulator,FXN GAA850 act,hcDAF-12 act,PLCb3 inh,ssDAF12 agonist,hgDAF-12 ag,PG9 Ab binder,DAX1 inh-2
Cc1ccc(-c2nnc(SCC(=O)NC3CCS(=O)(=O)C3)nc2-c2ccc(C)cc2)cc1 (configuration not stated),-2,0.6,-3,0,1.2,-0.6,1,-1.4,-0.3,-0.2,-0.1
COc1ccc(S(=O)(=O)NCCc2ccccc2)cc1OC,-1,-0.7,-1,0,1.9,-1.1,-3,-1.6,7.3,0.1,-0.2
CCOC(=O)c1sc(SC)c2c1CCC/C2=N/OC,-3,2.3,5,-1,-0.6,0.5,-6,-1.7,-0.4,0.1,0.5
CCCc1cc2c(cc1NC(=O)c1ccc(C)cc1)OCO2,3,-0.2,-4,5,2.2,2.7,3,0.1,4.1,-0.1,1.1
Cc1ccc(OCC(=O)N2C(C)CCCC2C)c([N+](=O)[O-])n1 (configuration not stated),-2,-0.4,10,1,-0.1,2.7,-5,-1.4,3.2,-2.0,1.2
O=C(COc1ccc2ccccc2c1)N1CCNCC1,-2,0.5,10,1,0.8,0.7,-5,0.6,4.4,-0.5,0.3
c1ccc(Cn2ccc3ccc(-c4ccc5ccn(Cc6ccc7ccccc7c6)c5c4)cc32)cc1,4,·,8,3,·,-0.8,-70,-0.1,4.4,·,-0.2
Cc1nnc(NC(=O)Cn2cnc3c2c(=O)n(C)c(=O)n3C)s1,-1,1.0,2,4,0.2,-0.8,1,-0.8,-2.2,0.8,-0.2
CCc1ccc(NC(=O)C(=O)NNC(=O)c2ccc(OC)cc2)cc1,-2,-0.2,1,3,0.5,-2.5,-3,-0.9,-0.7,-0.9,0.0
CCOC(=O)C1(C)CCCN(C(=O)c2snnc2C)C1 (configuration not stated),2,·,0,2,-0.5,0.1,6,-1.3,0.7,0.0,1.6
COc1cc(C)ccc1OCCOCCOc1ccc([N+](=O)[O-])cc1,-1,-1.0,-4,0,1.5,-1.2,0,-1.2,-2.6,-1.6,-0.1
CCOc1ccc(-c2nc(N)ncc2-c2ccc(Cl)cc2)c(O)c1,1,0.5,-10,3,1.6,0.5,-15,-1.0,-0.9,-2.8,-0.7
CCOc1ccc(-c2nnc(-c3cccs3)o2)cc1,3,0.5,0,2,-2.9,7.4*,-41,0.8,16*,0.4,4.9*
CC(C(=O)NCc1ccco1)n1cc([N+](=O)[O-])cn1 (configuration not stated),1,0.1,1,-3,0.6,-0.4,-1,-1.9,-2.0,-0.4,0.2
O=C(/C=C/c1ccccc1Cl)NCc1cccs1,6,-1.1,-8,3,5.7,-0.2,6,-1.3,7.3,0.8,0.8
CCc1ccc(NC(=O)C(=O)NCCN2CCN(Cc3ccc([N+](=O)[O-])cc3)CC2)cc1,-4,-1.8,-5,4,0.4,-1.0,3,-1.8,-4.1,-1.0,-1.1
COc1cccc(N2CCN(C(=O)c3ccc(CS(=O)c4ccccc4Cl)o3)CC2)c1 (configuration not stated),-2,-0.8,-6,1,-4.0,-1.7,-6,-1.3,-3.7,-0.5,11*
CN1CCN(C(=O)c2ccccc2NC(=O)Cc2ccccc2)CC1,1,-0.7,5,0,-0.5,0.6,-2,-0.4,-0.3,-2.3,0.1
O=C(c1sccc1Cl)N1CCC(n2nnc3ncccc32)CC1,2,·,-1,3,·,-1.8,-1,-1.5,-0.8,·,0.7
COc1ccc2cc(S(=O)(=O)N3CCCC(C)C3)ccc2c1 (configuration not stated),-2,0.4,6,-1,1.8,-1.6,-4,-1.1,-1.0,-0.7,0.1
CN(C)C(C)(C)C#CCCCCC#CC(C)(C)N(C)C,-1,0.1,-2,2,0.9,-2.2,1,-0.6,0.7,-1.0,-0.3
C=CCc1cccc(/C=N/NC(=O)COc2ccc(-n3cnnn3)cc2)c1O,-1,-0.4,-2,3,-1.0,-2.3,-25,-1.4,0.8,2.5,-0.9
CCc1ccc(CN2CCCC(C(=O)Nc3ccc(-c4cscn4)cc3)C2)o1 (configuration not stated),0,-0.7,-25,0,-3.2,-3.3,3,-1.2,-0.5,-0.9,-3.0
COc1ccc(-c2cc(-c3ccccc3)c(C#N)c(S(C)=O)n2)cc1 (configuration not stated),4,-1.9,-1,1,-10,-2.6,i,-1.0,-8.5,0.3,-2.4
CC1CCCCN1C(=O)CCn1c(=O)oc2ccccc21 (configuration not stated),-2,1.2,4,2,-1.4,0.9,-3,-1.4,1.9,-2.6,-0.2

# Entries listed above marked active in DAX1 inh-2:
compound	SMARCA2 act	DAX1 inh-1	sPLA2-III inh	NR1D1 modulator	hcDAF-12 act	PLCb3 inh	ssDAF12 agonist	PG9 Ab binder	DAX1 inh-2
CCOc1ccc(-c2nnc(-c3cccs3)o2)cc1	3	0.5	0	2	7.4*	-41	0.8	0.4	4.9*
COc1cccc(N2CCN(C(=O)c3ccc(CS(=O)c4ccccc4Cl)o3)CC2)c1 (configuration not stated)	-2	-0.8	-6	1	-1.7	-6	-1.3	-0.5	11*

# Carrying on.
SMILES,SMARCA2 act,DAX1 inh-1,sPLA2-III inh,NR1D1 modulator,FXN GAA850 act,hcDAF-12 act,PLCb3 inh,ssDAF12 agonist,hgDAF-12 ag,PG9 Ab binder,DAX1 inh-2
CCOC(=O)C1=CCN(S(=O)(=O)c2ccc([N+](=O)[O-])cc2)C1c1ccc(C)cc1 (configuration not stated),0,·,-1,-1,·,-1.2,3,-0.8,-0.3,-2.8,-0.6
O=C(O)C1(NS(=O)(=O)c2ccc(F)c(Cl)c2)CCCCC1,-3,1.4,4,4,-0.1,-0.4,2,-1.0,-2.2,1.3,-0.7
Cc1ccc(N/N=C/c2c(O)cc(C)oc2=O)cc1,1,-0.7,-4,-1,3.2,0.6,-12,-0.5,-0.7,-8.2,0.0
COc1ccc2cc3cc(C(=O)NC4CC4)sc3nc2c1,3,-2.0,-1,2,-0.6,18*,-170,0.3,24*,-1.3,15*
Cc1ccc(C(=O)N2CCN3C(=O)c4ccccc4C23c2ccccc2)cc1 (configuration not stated),-2,-0.3,7,0,0.3,-1.0,2,-0.8,-1.1,-1.9,-0.1
Cn1nc(C(=O)NNC(=O)Cc2ccc(S(=O)(=O)N3CCOCC3)s2)c2ccccc2c1=O,2,0.5,-5,-1,1.3,-0.6,-8,-0.9,5.1,-2.2,1.2
CC(=O)Nc1ccc2nc(SCC(=O)NCCOc3ccccc3)sc2c1,-3,1.4,-1,-3,0.8,-1.2,-1,-1.4,1.6,1.7,-0.4
CCOC(=O)c1c(-c2ccccc2)csc1NC(=O)CCN1CCOCC1,4,-0.8,-4,-3,2.5,-1.8,-1,-2.2,-2.8,-4.0,-0.5
CCOC(=O)C1CCCN(C(=O)Cn2cnc3c2c(=O)n(C)c(=O)n3C)C1 (configuration not stated),-1,-0.8,1,2,-0.6,0.4,0,-0.9,-0.9,1.4,-0.1
CCc1cc2c(NCCC(=O)O)nc(C)nc2s1,-2,-0.6,-8,-4,0.1,4.5,-85,0.7,-0.2,0.7,1.4
Cc1cc(/C=N/NS(=O)(=O)c2ccc(F)c(Cl)c2)no1,-2,0.2,-1,0,2.2,-1.2,0,-0.6,-0.7,0.7,0.0
COCCCC1CCN(C(=O)C2CCC(=O)N(CCc3cccc(F)c3)C2)CC1 (configuration not stated),-2,0.1,4,-1,0.2,-1.4,-5,-1.1,0.2,-1.2,-1.8
COc1ccc(-c2c(C)c3ccc(O)cc3oc2=O)cc1,5,0.0,-25,-1,3.5,-0.9,i,-1.3,5.0,0.0,2.1
CSCC[C@H](NC(=O)c1cccc(S(=O)(=O)N2CCCCC2)c1)c1nc2ccccc2[nH]1,1,-1.6,-4,2,-4.0,-0.4,1,-0.6,0.9,-0.1,-1.2
CC(=O)NC(Cc1ccccc1F)C(=O)NC1CCN(S(=O)(=O)c2ccccc2)CC1 (configuration not stated),-1,0.0,-5,0,-0.3,-0.6,-3,-1.0,2.0,-1.2,-0.1
COc1ccccc1N1CCN(CCCCOc2ccc(C)cc2C)CC1,-1,0.2,-4,7,-0.8,-1.5,1,-0.9,0.0,0.4,-0.3
CCNS(=O)(=O)c1ccc(NC(=O)Nc2ccccc2OC)cc1,-2,1.2,-26,-8,2.2,0.7,-1,-1.1,6.7,-3.1,-0.4
C=CCn1c(SCC(=O)N2CCN(c3ccc(F)cc3)CC2)nnc1-c1ccco1,-2,-3.9,2,2,-0.1,-1.4,1,-1.6,-3.3,-0.6,-2.7
NS(=O)(=O)c1cccc(NC(=O)COC(=O)C2CCN(S(=O)(=O)c3cccs3)CC2)c1,1,-0.3,10,8,0.5,-1.2,-8,-0.5,3.2,2.3,0.4
CCOC(=O)[C@H]1[C@H]2COc3ccc(C)cc3[C@@H]2N2C(=O)c3ccc(Cl)cc3NC(=O)[C@@]12C,0,0.8,0,-7,-8.1,1.1,1,0.3,0.9,-2.0,-0.3
COc1cc(/C=N/NC(=O)CCn2c3ccccc3c3ccccc32)cc(OC)c1OC,1,-0.8,-6,12,1.7,2.6,2,-0.4,1.5,-3.8,-0.1
CCOCCCNC(=S)Nc1ccc2nc3n(c(=O)c2c1)CCCCC3,-1,-0.7,9,-5,1.2,0.4,-8,-1.8,-0.8,-0.6,-0.6
COc1ccc(NC(=S)NCCc2ccccc2)c(C)c1,-2,-0.3,12,0,0.5,-2.0,-6,-0.6,0.8,-0.9,-0.4
CCOC(=O)c1[nH]n(-c2ccc(Cl)cc2)c(=O)c1C,2,-1.3,1,-1,2.0,-0.4,-12,-1.3,2.0,-1.9,0.0
COc1ccccc1-c1nc(C#N)c(N2CCN(c3ccccc3)CC2)o1,0,0.4,-13,-2,0.3,-0.8,-25,-1.0,-1.2,0.2,0.4

# As entered above.
# SMARCA2 act, `Cc1ccc(N/N=C/c2c(O)cc(C)oc2=O)cc1` is entered as 1
# NR1D1 modulator, `NS(=O)(=O)c1cccc(NC(=O)COC(=O)C2CCN(S(=O)(=O)c3cccs3)CC2)c1` is entered as 8

# Remaining list, next part.
SMILES,SMARCA2 act,DAX1 inh-1,sPLA2-III inh,NR1D1 modulator,FXN GAA850 act,hcDAF-12 act,PLCb3 inh,ssDAF12 agonist,hgDAF-12 ag,PG9 Ab binder,DAX1 inh-2
c1cnc2ccc(C(c3nnnn3C3CCCC3)N3CCSCC3)cc2c1 (configuration not stated),-1,0.1,-2,-7,0.1,-2.1,0,-1.3,-3.1,-1.1,-0.3
O=P(NC1CCCCC1)(c1ccccc1)c1ccccc1,6,1.2,-2,-4,0.3,-1.2,5,-1.5,-3.6,-0.6,-0.4
O=C(COc1ccc(F)cc1Cl)NC1CCCCCC1,-2,1.3,5,7,4.3,0.8,-10,-0.6,8.5,1.9,1.2
COc1ccc(S(=O)(=O)N2CCCCCC2)cc1C(=O)OCc1cccc(OC)c1OC,-2,1.3,-8,4,1.5,-2.0,-3,-1.8,-2.5,0.3,-2.9
CC(C)(C)OC(=O)C[C@@H]1C/C=C\C[C@@H](CC(=O)N(CCO)Cc2ccccc2)C(=O)N[C@@H](c2ccccc2)COC1=O,0,-1.3,-5,4,1.3,-2.0,3,-1.0,-0.1,0.3,-0.2
COc1ccc(NC(=O)CCn2cccc2)c(OC)c1,0,0.1,7,-5,3.8,-1.2,-5,-1.4,-3.4,1.7,-0.8
COc1ccc(CC(=O)Nc2ccccc2C(F)(F)F)cc1S(=O)(=O)N1CCOCC1,-2,1.1,8,-4,-1.0,-0.6,2,-0.9,1.7,0.8,-1.1

# Assay outcomes: PubChem BioAssay, several laboratories
